SSB-PriA inh – blocks PriA binding to SSB C-terminal tail; AID 1272365; AlphaScreen SSBct-PriA binding, biotinylated peptide; inhibition, % at 33 µM; actives 0.6% (n = 430,000); in the data active means inhibition mostly above about 37%, no sharp cut-off; inactive means mostly below about 20%;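 further: plate controls were negative control peptide for no effect and reference peptide for full effect; strong numbers were not always called active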
DUSP3 inh – inhibitors of human VHR1 phosphatase (DUSP3); actives 0.52% (n = 290,000); inhibition, % at 13.3 µM; recombinant VHR phosphatase, pNPP absorbance; AID 1654; in the data active means inhibition above about 50%; further: some compounds called inactive have numbers as strong as hits
Target sequence (P51452 whole entry, looked up): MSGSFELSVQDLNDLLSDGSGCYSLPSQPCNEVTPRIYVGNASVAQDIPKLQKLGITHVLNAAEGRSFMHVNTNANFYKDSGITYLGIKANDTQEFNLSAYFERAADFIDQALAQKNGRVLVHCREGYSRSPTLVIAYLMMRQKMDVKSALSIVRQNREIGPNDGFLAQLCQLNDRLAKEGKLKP
Anthrax LF prot – anthrax lethal factor protease inhibition; multiplex microsphere protease cleavage assay, LF; inhibition, % at 10 µM; actives 0.12% (n = 360,000); AID 588501; further: plate controls were buffer without enzyme for full effect and enzyme alone for no effect
Rv3671c inh – Rv3671c (M. tuberculosis) protease inhibition; P9WHR9; actives 0.048% (n = 320,000); inhibition, % at 5.96 µM; AID 2606; in the data active means inhibition above about 38%;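 further: extracellular domain of Rv3671c used as enzyme; 0% = enzyme with DMSO and 100% = no enzyme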
Target sequence (P9WHR9 whole entry, looked up, the tested form may be a part): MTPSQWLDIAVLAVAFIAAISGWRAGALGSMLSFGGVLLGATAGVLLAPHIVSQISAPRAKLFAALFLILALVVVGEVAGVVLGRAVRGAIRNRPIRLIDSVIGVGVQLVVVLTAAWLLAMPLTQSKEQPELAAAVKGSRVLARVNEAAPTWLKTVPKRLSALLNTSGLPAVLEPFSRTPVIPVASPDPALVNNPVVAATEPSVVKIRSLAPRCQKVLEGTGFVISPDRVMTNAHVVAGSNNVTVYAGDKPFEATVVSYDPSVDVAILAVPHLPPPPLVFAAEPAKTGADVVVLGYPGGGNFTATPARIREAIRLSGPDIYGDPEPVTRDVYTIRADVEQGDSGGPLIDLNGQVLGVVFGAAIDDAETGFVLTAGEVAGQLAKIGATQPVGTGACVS
3CLpro inhibitor – SARS-CoV 3CLpro protease inhibition. P0C6X7. recombinant SARS-CoV 3CLpro, quenched FRET peptide cleavage. inhibition, % at 6 µM. actives 0.14% (n = 290,000); in the data active means inhibition above about 12%
CCHFV vOTU inh – blocks the CCHF virus ovarian tumor domain protease. CCHFV vOTU protease, Pep-AMC fluorescence. actives 0.55% (n = 370,000). AID 651958. inhibition, % at 11.5 µM; in the data active means inhibition above about 30%; further: 0% = vehicle wells with enzyme and 100% = no enzyme wells
BoNT-A LC inh2 – inhibitors of Botulinum neurotoxin A light chain protease | multiplex microsphere protease substrate cleavage, flow cytometry | inhibition, % at 10 µM | actives 0.17% (n = 360,000) | AID 588499; further: plate controls were buffer without enzyme for full effect and enzyme alone for no effect
PrPC surface inh – reduces human prion protein on the cell surface; AID 720596; actives 0.43% (n = 370,000); inhibition, % at 13.8 µM; cell surface PrPC, TR-FRET read-out; P04156; in the data active means inhibition above about 24%; further: 0% = median of the test wells and 100% = reference compound wells
MazF activator – MazEF (E. coli) toxin RNase activation. AID 504720. activation, % at 20 µM. FAM/BHQ RNA-DNA oligo cleavage fluorescence, 5 h. actives 0.32% (n = 350,000); in the data active means activation above about 50%
Target sequence (P0AE70 whole entry, looked up): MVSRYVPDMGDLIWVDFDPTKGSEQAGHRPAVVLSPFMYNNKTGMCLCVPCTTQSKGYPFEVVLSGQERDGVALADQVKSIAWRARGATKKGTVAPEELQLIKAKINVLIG
BoNT-F LC inh – inhibitors of Botulinum neurotoxin F light chain protease. Multiplex microsphere protease cleavage assay, flow cytometry. inhibition, % at 10 µM. AID 588497. actives 0.22% (n = 360,000); in the data active means inhibition above about 35%, passing the limit was not always enough; inconclusive means no clear call, values can overlap the other calls; further: plate controls were buffer without enzyme for full effect and enzyme alone for no effect
Active calls of the source: *; ? = inconclusive; nt = not tested or not shown. Unless noted, no stated cut-off is given here; in the data, active means inhibition above about 30%; inconclusive means no clear call, values can overlap the other calls; inactive means below that. This is a subset. The share of hits here may be higher or lower than overall.

SMILES	SSB-PriA inh	DUSP3 inh	Anthrax LF prot	Rv3671c inh	3CLpro inhibitor	CCHFV vOTU inh	BoNT-A LC inh2	PrPC surface inh	MazF activator	BoNT-F LC inh
COc1ccc2c(c1)oc1c(SCc3nc4ccccc4[nH]3)nc(C)nc12	-18	nt	-6	-23	nt	-5	-0.2	0	-41	-8
CCN1CCSc2ccc(C(=O)NCc3ccc(OC(C)C)cc3)cc21	-8	53*	-5	8	3	-40	-0.6	6	-5	6
CNCCOc1ccccc1C(C)(C)C	-9	10	4	-2	-4	2	0.5	-3	5	7
CCc1ccc(NC(=O)CSCc2ccc(C(=O)O)cc2)cc1	3	8	-6	-3	7	-11	0.0	5	-2	-3
O=C(NC1CCCCC1)c1ccc2c(c1)OCO2	-9	14	3	2	-6	0	-0.9	-2	1	-6
CCN1C(=O)[C@H]2[C@@H](c3ccc(Cl)cc3)N3C(=O)CN(CC4CC4)C(=O)[C@@]3(C)[C@H]2C1=O	-8	-7	1	4	-8	1	0.3	0	1	-2
CC(=O)c1c(C)[nH]c(C(=O)Nc2cc(S(=O)(=O)N3CCCCC3)ccc2C)c1C	-14	nt	-8	-5	nt	-3	-0.5	4	-15	-1
O=C(Cc1cccc(NC(=O)C2CCCN(C(=O)CCc3ccccc3)C2)c1)Nc1ccc(C(=O)N2CCCCC2)cc1 (configuration not stated)	1	nt	-5	nt	nt	5	-0.2	1	1	-6
COc1ncccc1C(=O)N1CCCC(C(=O)Nc2cccc(-c3ccc(F)cc3)c2)C1 (configuration not stated)	nt	nt	-10	nt	nt	-2	0.2	-7	-3	-4
CCCCn1c(N)c(N(CC)C(=O)c2ccc(C#N)cc2)c(=O)[nH]c1=O	-8	8	-8	2	-3	22	-1.6	2	-3	2
CC(=O)Nc1ccc(NC(=O)C(C)OC(=O)CCC(=O)c2ccc(F)cc2)cc1 (configuration not stated)	2	6	2	3	0	8	-0.6	-6	-9	-4
CCc1cccc(NC(=O)c2ccc(Br)o2)c1	-20	26	1	3	1	15	-0.7	10	2	-14
O=C(OCCOc1ccccc1F)c1cccc(S(=O)(=O)N2CCOCC2)c1	2	nt	-4	-4	nt	-10	-0.1	-8	0	6
O=C1CCC([N+](=O)[O-])C(c2ccccc2C(F)(F)F)N1 (configuration not stated)	-10	16	-4	-1	-2	-7	-2.3	7	5	22
CCCCOc1ccc(-c2csc(N)n2)cc1[N+](=O)[O-]	17	2	-3	2	4	14	-1.1	6	-1	-4
O=C(Nc1nc(-c2cccc(Br)c2)cs1)Oc1ccccc1	-5	18	-6	-12	-1	15	0.1	6	9	-3
COc1ccc(NC(=O)CN2C(=O)NC3(CCCC3)C2=O)cc1OC	6	0	6	1	0	-5	3.7	-2	-2	23
COc1cccc(C2(O)C(=O)Nc3ccccc32)c1 (configuration not stated)	10	nt	-4	-6	-2	-16	1.5	2	0	23
Cc1ccc(NC(=O)c2cc(NC(=O)c3ccco3)ccc2N2CCOCC2)cc1Cl	-9	-10	0	-11	2	11	0.0	-4	-12	?
NC(=O)c1ccc(=O)n(Cc2ccc(Cl)cc2Cl)c1	-13	nt	7	-2	-3	-16	0.5	-5	7	-21
CC(C)c1c(C(=O)N/N=C/c2ccncc2)nnn1-c1nonc1N	nt	20	14	-5	-9	-10	-2.3	-2	15	32
O=C(COC(=O)c1ncc(Cl)c(Cl)c1Cl)NC(=O)c1ccccc1	2	nt	0	-4	nt	1	0.1	-1	-3	4
COC(=O)[C@H](CC(C)C)NC(=O)N1CCC(C)CC1	-3	13	-5	-14	-1	-1	0.0	1	8	-2
CN(C)CCNC(=O)C1(O)c2cc(Br)ccc2NC(=O)N1c1ccc(Cl)cc1 (configuration not stated)	-13	16	0	2	-1	3	-2.0	0	-8	4
O=C(Nc1cccnc1Cl)c1ccc(S(=O)(=O)N2CCCCCC2)cc1	-6	15	-2	0	-1	-2	-0.8	0	-1	-8

Following part.
SMILES	SSB-PriA inh	DUSP3 inh	Anthrax LF prot	Rv3671c inh	3CLpro inhibitor	CCHFV vOTU inh	BoNT-A LC inh2	PrPC surface inh	MazF activator	BoNT-F LC inh
CCOc1ncccc1C(=O)OCC(=O)c1ccccc1	-2	22	-7	8	5	-12	0.3	-6	3	-1
O=C1C(=O)c2ccccc2C(O)=C1c1cccc([N+](=O)[O-])c1	8	21	-3	9	1	0	0.1	-32	7	-1
Cc1c(CCC(=O)NCCCCCC(=O)O)c(=O)oc2cc3occ(-c4ccccc4)c3cc12	1	-3	3	nt	6	3	-2.5	6	1	1
O=C(Nc1ccc(Oc2ccc3c(c2)C(=O)N(c2ccc(O)cc2)C3=O)cc1)c1cccs1	-17	10	-2	-127	0	-14	-0.1	-6	1	-8
CC(C)[C@H](NC(=O)c1ccccc1Cl)C(=O)OCC(=O)NC(=O)NCc1ccco1	5	nt	-1	1	nt	5	-1.3	0	0	-8
C/C=C/C(=O)Nc1cccc(C2=NOC3(C2)C[C@@H](C(N)=O)N(C(=O)c2cc([N+](=O)[O-])cc([N+](=O)[O-])c2C)C3)c1 (some centres not stated)	2	34	-2	-5	nt	9	-1.0	-42	3	-12
C=CCC[C@H](CCCCC)OC(=O)/C=C/[C@H](O)[C@@H](O)C[C@H](O)CC=C	nt	nt	-4	nt	nt	20	-1.0	-3	nt	-1
Nc1nc(SCc2ccc(Cl)cc2Cl)n[nH]1	-14	18	-3	0	1	4	-0.2	-1	15	-10
O=S(=O)(c1cccc(COc2c(Cl)cccc2Cl)c1)N1CCOCC1	-27	nt	nt	-4	nt	2	nt	11	-11	nt
COC(=O)c1sc(NC(=O)C(C)C)c(C(=O)OC)c1C	-12	-4	-2	-4	0	5	0.8	-1	6	2
CN(c1ccccc1)S(=O)(=O)c1cccc(C(=O)NC2CCCC2)c1	-13	nt	1	-3	nt	-6	0.1	7	7	-1
CC(=O)Nc1ccc(SCC(=O)N(C)CC(=O)Nc2ccccc2Cl)cc1	5	nt	-3	6	nt	-8	-0.6	0	5	-8
OC[C@H]1O[C@@H](Oc2ccc(O)cc2)[C@H](O)[C@@H](O)[C@@H]1O	1	nt	-8	nt	nt	-3	0.1	4	-6	1
CC(C)[C@H](NC(=O)c1ccc(C(C)(C)C)cc1)C(=O)N1CCN(Cc2ccc3c(c2)OCO3)CC1	3	nt	-2	-1	nt	0	-0.1	-2	2	3
O=C(c1ccco1)N1CCN(C(=O)c2cnn(-c3cccc(F)c3)c2C2CCNCC2)CC1	-10	-4	0	4	-4	-5	-1.0	2	10	0
COc1ccc(S(=O)(=O)NC2(C(F)(F)F)N=C(c3ccccc3)NC2=O)cc1 (configuration not stated)	-5	-20	0	-2	-4	-3	-0.1	-5	-1	1
CCN(C(=O)Cn1c(=O)n(-c2cc(OC)c(OC)c(OC)c2)c(=O)c2ccccc21)c1cccc(C)c1	-3	3	8	2	-2	6	0.3	4	-1	-8
CCCCN(c1ccccc1)c1ncnc(N)c1[N+](=O)[O-]	-1	12	-2	0	5	21	-0.2	-16	3	-7
Cc1ccc2nc(=O)c(NNc3ccccc3)cnc2c1	-3	-14	-1	-2	-5	12	0.1	-26	6	0
CN(C)CCN(C(=O)C1CCN(S(=O)(=O)c2cccs2)CC1)c1nc2ccc(F)cc2s1	9	nt	-5	-10	nt	-9	-1.3	-2	13	10
CCN1CCN(C(C)C(=O)NC2CCCCC2)CC1 (configuration not stated)	4	19	1	1	5	8	-0.6	6	2	-5
O=C(c1ccc(Cl)cc1[N+](=O)[O-])N1CCc2ccccc2C1	5	21	-1	0	-3	-8	-0.6	-19	-13	5
Cc1c(NC(=S)NC(=O)c2cccc(Cl)c2)c(=O)n(-c2ccccc2)n1C	-11	-4	3	8	2	5	5.3	-7	8	?
N#CCCN(C(=O)Cn1nc(C(=O)O)c2ccccc2c1=O)c1ccccc1	-8	-8	0	0	2	-23	-1.9	3	7	0
C=CCC(NC(=O)Cc1ccccc1)C(=O)NCCC (configuration not stated)	5	nt	-4	-3	nt	3	-0.1	-3	2	1

Entries of single compounds, quoted from the list:
Results for Cc1c(NC(=S)NC(=O)c2cccc(Cl)c2)c(=O)n(-c2ccccc2)n1C : SSB-PriA inh: -11; DUSP3 inh: -4; Anthrax LF prot: 3; Rv3671c inh: 8; 3CLpro inhibitor: 2; CCHFV vOTU inh: 5; BoNT-A LC inh2: 5.3; PrPC surface inh: -7; MazF activator: 8; BoNT-F LC inh: ?
Results for C=CCC(NC(=O)Cc1ccccc1)C(=O)NCCC (configuration not stated) : SSB-PriA inh: 5; DUSP3 inh: nt; Anthrax LF prot: -4; Rv3671c inh: -3; 3CLpro inhibitor: nt; CCHFV vOTU inh: 3; BoNT-A LC inh2: -0.1; PrPC surface inh: -3; MazF activator: 2; BoNT-F LC inh: 1

(more compounds)
SMILES	SSB-PriA inh	DUSP3 inh	Anthrax LF prot	Rv3671c inh	3CLpro inhibitor	CCHFV vOTU inh	BoNT-A LC inh2	PrPC surface inh	MazF activator	BoNT-F LC inh
O=C(Oc1cccc(C(=O)N2CCOCC2)c1)c1ccc(Br)cc1	-28	21	-27	-1	-3	-10	?	4	-7	?
CCc1ccc(CNC(=O)c2cc3c(C)nc4ccccc4c3o2)cc1	-2	2	-6	-43	-2	3	-0.8	15	0	-4
Cc1onc(-c2c(Cl)cccc2Cl)c1COC(=O)c1ccc(Cl)cc1	-12	9	-8	0	-1	-5	-0.8	3	-13	-2
COc1cc(NC(=O)C2CC2C)c(C(=O)O)cc1OC (configuration not stated)	-11	27	-2	0	0	-4	0.2	9	7	14
COc1ccc(Cl)c(-c2cc(C(=O)Nc3ccc(C)c(NS(C)(=O)=O)c3)[nH]n2)c1	nt	nt	-1	nt	nt	2	-0.3	5	nt	0
Cc1ccc(-c2nn(-c3ccc(F)cc3)cc2C(=O)NC2CCC(O)CC2)cc1 (configuration not stated)	-4	nt	-3	0	nt	-6	1.5	8	4	6
CC(=O)c1c(C)[nH]c(C(=O)N2CCN(c3ncccn3)CC2)c1C	-7	9	-8	0	1	4	0.8	-3	-4	-8
CCCN(CCC)c1nc2ccccc2n2c(C)nnc12	-8	-1	5	0	1	-7	0.1	9	-12	5
Cc1cc(=O)oc2c(C)c(OCC(=O)N3CC[C@@]4(O)CCCC[C@H]4C3)ccc12	0	13	-1	-3	-6	-1	0.0	0	7	-5
CC(C)(C)C(=O)N(Cc1ccc(Cl)cc1)c1cnccn1	-11	-5	-5	-5	-2	8	-0.5	-2	4	3
COC(=O)c1cc2c(ccn2-c2ccc(F)cc2)n1CC(=O)C(C)(C)C	-2	12	-6	4	-2	5	-0.3	-12	-1	-5
O=C(COc1ccc2c(c1)CCC2)N1CCN(c2ccccc2F)CC1	-8	5	-3	-2	3	-16	2.7	-6	8	17
CC(C(=O)NC1CCCCC1)N1CCN(S(=O)(=O)c2cccs2)CC1 (configuration not stated)	-3	nt	0	2	nt	-6	0.7	5	-9	5
O=C(Nc1ccc(Br)cc1)c1cccc(-n2cnnn2)c1	9	-7	-1	-11	-4	-4	0.1	14	10	-1
Cn1nc(C(F)(F)F)c(-c2ccc(Br)cc2)c1NC(=O)Nc1ccc(F)cc1F	-7	4	nt	-23	6	10	nt	1	-4	nt
CN(C)CCCn1c(=O)n(CCc2ccccc2)c(=O)c2c3c(sc21)CCCCC3	-7	34	0	4	-4	-14	-0.3	-10	-81	10
Cc1ccc(CNC(=O)C2CCC(=O)N(CCCN3CCOCC3)C2)cc1 (configuration not stated)	7	33	2	-9	5	-1	3.3	3	-14	7
COc1ccccc1C(=O)O/N=C1/CCCc2c1ccc(OC)c2[N+](=O)[O-]	nt	7	-4	-4	6	8	0.0	-3	6	-16
COCCCn1ccc(O)c(Cc2ccc(F)cc2)c1=O	4	33	6	-6	1	-3	-0.2	-4	-4	3
COC(=O)c1cc([N+](=O)[O-])ccc1N1CCN(Cc2ccccc2)CC1	21	0	-2	-4	0	6	0.1	-13	-1	1
CCCC(=O)NCCc1cc2ccc(OC)cc2[nH]c1=O	-11	-5	-5	-1	-6	1	-0.7	-6	5	-1
Cc1ccc(C(=O)c2nocc2C(=O)c2cccs2)cc1	-3	-1	4	-4	-7	1	0.3	1	-1	2
COc1ccc(C(=O)N2CC(=O)Nc3ccccc32)cc1S(=O)(=O)N1CCCC1	-4	-2	-4	-2	4	-2	-1.3	1	-3	-1
COc1nc(Nc2ccccc2)nc(OC)n1	-3	nt	2	0	nt	-6	-3.5	0	-4	9
